TDP1 cell CPT: growth inhibition of DT40 Tdp1-/-;hTDP1 cells with camptothecin (screen for TDP1 inhibitors); Potency, µM (titrated, usually from 46.2 µM), without a hit: at the top dose activity change, negative = growth inhibition, usual class: inhibitors; hit rate 12% among 420,000; AID 686979; chicken DT40 Tdp1-/-;hTDP1 cells + 20 nM CPT, ATP luminescence, 48 h; note: nearly all actives have a fitted effect of over 55% in size
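Chicken DT40 Tdp1-/- cells stably complemented with human TDP1 were seeded at 400 cells/well in medium containing 20 nM camptothecin, exposed to pin-transferred compounds, and grown at 37 °C for at least 48 hr. Viability was read as ATP luminescence.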
DT40 TDP1 no CPT: qHTS for Inhibitors of human tyrosyl-DNA phosphodiesterase 1 (TDP1): qHTS in cells in absence of CPT | DT40 Tdp1-/- hTDP1 cells, no CPT, ATP luminescence, 48 h | Potency, µM (series often up to 46.2 µM), for the others: at the highest dose activity change, negative = growth inhibition, usual class: inhibitors | AID 686978, 2013 | hit rate 15% among 420,000; note: nearly all actives have a fitted effect of over 55% in size
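Growth of hTDP1-complemented DT40 Tdp1-knockout cells is measured by ATP luminescence after at least 48 hr compound exposure at 37 °C, with DMSO substituting for the 20 nM CPT used in the parallel screen.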
KAT2A inh: inhibitors of human GCN5L2 histone acetyltransferase; Q92830; GCN5L2 HAT assay, ThioGlo1 CoA-SH fluorescence; Potency, µM (titrated, usually from 58.9 µM), without a hit: at the highest dose activity change, negative = inhibition, usual class: inhibitors; hit rate 0.21% among 390,000; AID 504327
Target sequence (Q92830 whole entry, looked up): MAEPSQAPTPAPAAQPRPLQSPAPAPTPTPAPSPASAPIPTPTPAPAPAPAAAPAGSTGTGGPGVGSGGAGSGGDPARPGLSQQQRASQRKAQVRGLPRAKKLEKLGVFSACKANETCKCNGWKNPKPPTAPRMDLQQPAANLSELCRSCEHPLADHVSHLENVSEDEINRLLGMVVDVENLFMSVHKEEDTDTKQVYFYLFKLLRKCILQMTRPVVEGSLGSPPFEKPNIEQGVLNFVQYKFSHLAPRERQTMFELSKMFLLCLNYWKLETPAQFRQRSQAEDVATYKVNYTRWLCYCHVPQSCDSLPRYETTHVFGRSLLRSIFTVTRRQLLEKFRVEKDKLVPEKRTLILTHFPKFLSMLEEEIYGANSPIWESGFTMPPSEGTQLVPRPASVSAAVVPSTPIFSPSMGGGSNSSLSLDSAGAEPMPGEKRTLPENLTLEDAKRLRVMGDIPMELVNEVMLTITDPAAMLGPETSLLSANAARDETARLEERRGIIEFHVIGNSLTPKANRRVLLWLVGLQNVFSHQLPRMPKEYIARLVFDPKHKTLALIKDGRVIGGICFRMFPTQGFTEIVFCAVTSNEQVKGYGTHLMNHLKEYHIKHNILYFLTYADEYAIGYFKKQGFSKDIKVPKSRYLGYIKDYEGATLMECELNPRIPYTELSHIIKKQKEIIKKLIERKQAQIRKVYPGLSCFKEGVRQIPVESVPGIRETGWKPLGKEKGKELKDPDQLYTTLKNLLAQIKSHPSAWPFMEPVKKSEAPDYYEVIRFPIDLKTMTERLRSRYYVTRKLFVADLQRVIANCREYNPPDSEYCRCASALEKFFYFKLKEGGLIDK
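Enzyme at 20nM final was mixed with library compounds for 15 min at room temperature. Peptide H3(1-25) at 75uM, acetyl-CoA at 70uM and ThioGlo1 at 50uM were then added. Plates were read immediately and after 20 min (Ex340nm/Em540nm).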
Numbers without * were called inactive; ? = inconclusive; nt = no result given; & = joins results of further samples; [ ] = remark or other dose. Calls come from the whole dose curve; as a rule, active = well fitted curve in the direction sought with a large enough effect; inconclusive = small, poorly fitted or top-dose-only effect, or another doubt; inactive = no such curve, though single readings can be large; an effect the other way counts as inactive or inconclusive. % is set by controls: 0 for no effect and ±100 for the full control effect; potency is the fitted concentration of half-maximal effect.

SMILES	TDP1 cell CPT	DT40 TDP1 no CPT	KAT2A inh
CCN(CC(=O)Nc1c(F)cccc1F)C(=O)C1CCCN(C(=O)c2ccc(Cl)cc2)C1 (centres undefined)	-1%	-19%	1%
O=C(OCC(O)C(O)C(O)COC(=O)c1ccccc1)c1ccccc1 (centres undefined)	12%	3%	nt
CO[C@@H]1CN(C)C(=O)c2cc(NC(=O)NC3CCCCC3)ccc2OC[C@@H](C)N(CCc2ccccc2)C[C@@H]1C	16µM*	?	nt
Cc1ccc(C(=O)NCC(=O)NCc2ccccc2F)s1	2%	-4%	-11%
CCCCNC(=O)C1(C)CCN1C(=O)c1cc(F)ccc1C (centres undefined)	-16%	-19%	nt
Cc1ccc(S(=O)(=O)Nc2ccc(-c3ccc(N4CCCCCC4)nn3)cc2)c(C)c1	?	?	0%
CCC1Sc2ccc(S(=O)(=O)CCC(=O)NC3CCCCCC3)cc2NC1=O (centres undefined)	?	?	-9%
CCOC(=O)[C@H]1[C@H]2COc3cc(OC)ccc3[C@@H]2N2C(=O)N(c3ccc(Cl)cc3)C(=O)[C@@]12C	18µM*	?	-5%
CCCC(=O)Nc1nnc(SCC(=O)NCc2ccc3c(c2)OCO3)s1	5%	-6%	1%
O=C1CCC([N+](=O)[O-])C(c2ccc(F)c(Br)c2)N1 (centres undefined)	2%	-12%	-12%
O=C(CNC(=O)c1ccccc1)OCN1C(=O)c2ccccc2C1=O	?	-16%	nt
CCCc1cc(=O)[nH]c(SCC(=O)Nc2sccc2C#N)n1	-15%	-3%	-6%
CCc1nnc(NC(=O)c2ccc3c(c2)C(=O)N(C(C)(C)C)C3=O)s1	-3%	-28%	-4%
Clc1ccc(Oc2cnns2)cc1Cl	3%	-1%	?
Cc1cccc(N=C2NN=C(c3c[nH]c4ccccc34)CS2)c1	-10%	-13%	-14%
O=c1[nH]c2ccccc2nc1C(F)(F)C(F)F	-23%	-9%	-5%
Cn1sccc1=O	2.9µM*	2.9µM*	?
NC(=O)C1CCN(C2CC(=O)N(c3cccc(F)c3)C2=O)CC1 (centres undefined)	?	-9%	-11%
Cc1ccc(-n2c(=O)c3ccc(C(=O)NCc4ccco4)cc3n(Cc3ccc(Cl)cc3)c2=O)cc1	18µM*	6.5µM*	3%
O=C(Cn1c(NCCCO)nc2ccccc21)c1ccc(Cl)cc1Cl	2%	?	-9%
Cc1cc(C)nc(/N=C(\N)Nc2cccc([N+](=O)[O-])c2)n1	?	?	32%[activator]
COc1ccc(Br)cc1CNC(=O)C1CCN(S(=O)(=O)N2CCCC2)CC1	-4%	-29%	1%
Cc1ccc(C2CC(C(F)(F)F)n3nc(C(=O)Nc4c(C)n(C)n(-c5ccccc5)c4=O)cc3N2)cc1 (centres undefined)	?	?	-1%
Cc1ccccc1S(=O)(=O)Nc1ncnc2scc(-c3ccccc3)c12	6%	2%	1%
CC(C)C[C@H](NC(=O)c1nc[nH]c1C(=O)N[C@@H](CCCCN)C(=O)OC(C)(C)C)C(=O)OC(C)(C)C	?	?	-8%
COC(=O)C[C@H]1C[C@@H]2c3cc(N(C)C)ccc3O[C@@H]2[C@H](CO)O1	6%	-5%	nt
Cc1ccc(CS(=O)Cc2ccc(C(=O)NCc3ccccc3Br)o2)cc1 (centres undefined)	?	-28%	-9%
Cc1ccccc1-c1nnc(SCC(=O)NC2CCCCC2)o1	?	-29%	-4%
COc1cccc(CNS(=O)(=O)c2ccc3c(c2)CC(C)N3C(=O)C2CC2)c1 (centres undefined)	21µM*	10µM*	-2%
COC(=O)c1c(O)cc(C(C)(C)C)n(-c2ccccc2)c1=O	0%	0%	1%
CC1(C)CC(=O)C2=C(C1)OC(N)=C(C#N)C2c1cccs1 (centres undefined)	-24%	?	-2%
COc1ccc(N2Cc3cccc(C(=O)Nc4ccc(C)cc4)c3C2=O)cc1	?	-19%	?
CC(=O)c1ccc(Sc2nnnn2-c2ccccc2)c([N+](=O)[O-])c1	2.6µM*	2.3µM*	0%
CCC(C)Sc1cc(-c2nc3ccc(Cl)cn3c2NC2CCCCC2)ccc1OC (centres undefined)	16µM*	15µM*	-16%
CCc1ccccc1NC(=O)CSc1nnc(Cn2cnc3ccccc32)o1	-12%	-13%	2%
COc1ccc(CCNC(=O)c2cccc(Nc3nc4ccccc4nc3-n3nc(C)cc3C)c2)cc1OC	5.2µM*	4.6µM*	-3%
CC(=O)C1=C(c2ccc(C)cc2)N(C(C)=O)n2c(nnc2C2CCCCC2)S1	?	?	0%
CC(C)(C)c1ccc(-c2nc3cc(NC(=O)c4cc5ccccc5o4)ccc3o2)cc1	?	?	-11%
O=C(CSc1nc(-c2ccccc2)cc(C(F)(F)F)n1)NCc1cccs1	-18%	-30%	-1%
CCN(CC)c1ccc(S(=O)(=O)N2CCOCC2)cc1NC(=O)CSc1ccccc1	16µM*	?	-12%
O=C(Cc1ccccc1)N(Cc1cccnc1)c1nc2ccc(F)cc2s1	?	-7%	-9%
O=C(N/N=C/c1ccc(O)cc1)c1ccncc1	0%	-3%	-4%
CCCCC(=O)N1CCN(c2nc3ccc(Br)cc3s2)CC1	16µM*	15µM*	-2%
CCN(CC)S(=O)(=O)c1cccc(C(=O)Nc2ccccc2C(=O)N2CCOCC2)c1	1%	-1%	-1%
COc1ccccc1S(=O)(=O)N(C)C[C@@H]1OCc2cnnn2CCCC(=O)N([C@H](C)CO)C[C@@H]1C	13%	-25%	nt
CSc1sc(-c2ccnc(SCCS(C)(=O)=O)n2)c(-c2ccccc2)c1C#N	?	18µM*	-9%
COc1ccc(NC(=O)COC(=O)Cc2ccc(-c3ccccc3)cc2)c(OC)c1	6%	10%	-12%
CCOc1ccc(NC(=O)C2CCN(C(=O)NCc3ccccc3)CC2)cc1	1%	-19%	-12%
CC(C(=O)N1CCC(C(N)=O)CC1)N(c1ccc(Oc2ccccc2)cc1)S(C)(=O)=O (centres undefined)	?	?	-15%
CN(C(=O)COC(=O)c1ccccc1Nc1ccccc1)c1c(N)n(Cc2ccccc2)c(=O)[nH]c1=O	?	16µM*	0%
CC(=O)c1ccc(S(=O)(=O)N2CCc3ccccc3C2)cc1	0%	?	-10%
COc1ccc(CNC(=O)CN2C(=O)COc3ccc(S(=O)(=O)N4CCOCC4)cc32)cc1	-22%&-2%	14%&-24%	-1%&-11%
OCCNCC1(O)C2CC3CC(C2)CC1C3 (centres undefined)	27%	2%	?
Cc1cc(C(=O)NNC(=O)CCN2CCN(c3ccccc3)CC2)c2ccccc2n1	-13%	?	-3%
Cc1ccc(Cl)cc1NC(=O)c1ocnc1C	-13%	-3%	0%
Cc1ccc2cc(CN(Cc3nnnn3Cc3ccco3)CC3CCCO3)c(=O)[nH]c2c1C (centres undefined)	?	?	-6%
Cc1cc(C)cc(-n2ccnc2SCC(=O)Nc2ccccc2F)c1	23µM*	16µM*	-4%
CCCSc1cc(N2CCN(C)CC2)nc(-c2ccc(OC)cc2)n1	?	?	3%
Nc1ccc(-c2c3ccc(=O)cc-3oc3cc(O)ccc23)cc1C(=O)O	3%	-10%	-3%
CCOc1cc(C(=O)Nc2ccc(S(=O)(=O)N3CCCCC3)cc2)ccc1OCC(=O)N1CCOCC1	?	?	-22%

(list continues)
SMILES	TDP1 cell CPT	DT40 TDP1 no CPT	KAT2A inh
CCOP(=O)(c1ccc(N(C)C)cc1)C(O)c1ccccc1F (centres undefined)	-14%	-38%	2%
C[C@@H]1CN([C@@H](C)CO)C(=O)CCCn2nncc2CO[C@H]1CN(C)C(=O)Nc1ccc2c(c1)OCO2	9%	1%	nt
O=C(NC1CC1)C1=C[C@H](c2ccc(C(F)(F)F)cc2)C[C@H](OCc2ccc(CO)cc2)O1	-20%	-26%	0%
CCc1ccc(C2=NN(C(=O)CCC(=O)O)C(c3cccs3)C2)cc1 (centres undefined)	-20%	9%	-3%
COc1ccc(C(=O)NNC(=O)c2ccc3ccccc3c2O)cc1	-24%	-18%	-5%
O=[N+]([O-])C1=CC=C2C(=NC3(CCCCC3)N2O)C1=NC1CCCCC1	-2%	-9%	1%
O=C(Cc1ccccc1)O/N=C1\CCCc2ccccc21	0%	0%	-8%
Cc1ccc(S(=O)(=O)N2C(c3ccccc3)CC(=O)C3CN(S(=O)(=O)c4ccc(Cl)cc4)C(c4ccccc4)CC32)cc1 (centres undefined)	?	?	nt
CC(C)(C)c1csc(Sc2ncccc2[N+](=O)[O-])n1	-26%	?	0%
Cc1noc(NS(=O)(=O)c2ccc(NC(=O)c3oc4ccc(Cl)cc4c3C)cc2)c1C	-13%	-25%	-20%
Cc1ccccc1Cn1c2ccccc2c2cn[nH]c(=O)c21	-2%	1%	2%
COC(=O)c1ccc(C2CC(=O)NC3=C2C(=O)CCC3)cc1 (centres undefined)	-13%	-20%	0%
N#C/C(=C\c1cccn1S(=O)(=O)c1cccc(C#N)c1)S(=O)(=O)c1ccc(F)cc1	-28%	-25%	nt
Cc1ccc(CN2C[C@H](Sc3ccccn3)C[C@H]2C(=O)Nc2ccc3sc(C)nc3c2)cc1	3%[9.04 µM]	-13%	nt
COC(=O)c1ccc(-c2nc(O)c(C)s2)cc1	-27%	?	20%
COc1ccc(C(=O)Oc2c(Sc3ccc(Cl)cc3)c(C)nn2C(C)(C)C)cc1OC	23µM*	?	-9%
O=C(c1ccncc1)N1CCN(S(=O)(=O)c2cccc(Cl)c2)CC1	1%	-15%	3%
Nc1nc(Nc2ccccc2)nc2c1ncn2[C@@H]1O[C@H](CO)[C@@H](O)[C@H]1O	8%	3%	-5%
O=C(NNc1nc2c(F)cccc2s1)c1cc(=O)c2ccccc2o1	?	?	-19%
Cc1ccc(S(=O)(=O)Nc2ccc3ccccc3c2)cc1	?	?	nt

17 neighbouring entries already listed, for reference:
SMILES	TDP1 cell CPT	DT40 TDP1 no CPT	KAT2A inh
CCOP(=O)(c1ccc(N(C)C)cc1)C(O)c1ccccc1F (centres undefined)	-14%	-38%	2%
C[C@@H]1CN([C@@H](C)CO)C(=O)CCCn2nncc2CO[C@H]1CN(C)C(=O)Nc1ccc2c(c1)OCO2	9%	1%	nt
O=C(NC1CC1)C1=C[C@H](c2ccc(C(F)(F)F)cc2)C[C@H](OCc2ccc(CO)cc2)O1	-20%	-26%	0%
CCc1ccc(C2=NN(C(=O)CCC(=O)O)C(c3cccs3)C2)cc1 (centres undefined)	-20%	9%	-3%
COc1ccc(C(=O)NNC(=O)c2ccc3ccccc3c2O)cc1	-24%	-18%	-5%
O=[N+]([O-])C1=CC=C2C(=NC3(CCCCC3)N2O)C1=NC1CCCCC1	-2%	-9%	1%
O=C(Cc1ccccc1)O/N=C1\CCCc2ccccc21	0%	0%	-8%
Cc1ccc(S(=O)(=O)N2C(c3ccccc3)CC(=O)C3CN(S(=O)(=O)c4ccc(Cl)cc4)C(c4ccccc4)CC32)cc1 (centres undefined)	?	?	nt
CC(C)(C)c1csc(Sc2ncccc2[N+](=O)[O-])n1	-26%	?	0%
Cc1noc(NS(=O)(=O)c2ccc(NC(=O)c3oc4ccc(Cl)cc4c3C)cc2)c1C	-13%	-25%	-20%
Cc1ccccc1Cn1c2ccccc2c2cn[nH]c(=O)c21	-2%	1%	2%
COC(=O)c1ccc(C2CC(=O)NC3=C2C(=O)CCC3)cc1 (centres undefined)	-13%	-20%	0%
N#C/C(=C\c1cccn1S(=O)(=O)c1cccc(C#N)c1)S(=O)(=O)c1ccc(F)cc1	-28%	-25%	nt
Cc1ccc(CN2C[C@H](Sc3ccccn3)C[C@H]2C(=O)Nc2ccc3sc(C)nc3c2)cc1	3%[9.04 µM]	-13%	nt
COC(=O)c1ccc(-c2nc(O)c(C)s2)cc1	-27%	?	20%
COc1ccc(C(=O)Oc2c(Sc3ccc(Cl)cc3)c(C)nn2C(C)(C)C)cc1OC	23µM*	?	-9%
O=C(c1ccncc1)N1CCN(S(=O)(=O)c2cccc(Cl)c2)CC1	1%	-15%	3%

Carrying on:
SMILES	TDP1 cell CPT	DT40 TDP1 no CPT	KAT2A inh
CN1CCN(S(=O)(=O)c2ccc(NC(=O)c3ccc(F)cc3)cc2)CC1	-4%	-22%	-3%
CC(C)OCCCNC(=O)c1nn(C)c2c1CSc1ccccc1-2	?	21µM*	-11%
N#Cc1ccc(C(=O)Nc2nc(-c3cccs3)c(C(=O)C(F)(F)F)s2)cc1	1.6µM*	1.3µM*	-4%
CC1(C)CC(=O)C=C(NNC(=O)c2cccnc2)C1	12%	-8%	-7%
CN(C)S(=O)(=O)N1CCC(n2c(C(F)(F)F)nc3cccnc32)CC1	?	-4%	7%
CC1CCCCC1NCC(=O)NCc1ccc(F)cc1 (centres undefined)	1%	3%	-2%
CNc1ccc(C=C2c3ccccc3-c3ccccc32)cc1	?	13µM*	nt
O=c1cnnc(Nc2ccc(Cl)c(C(F)(F)F)c2)[nH]1	7%	-7%	-7%

From PubChem

An excerpt. The share of hits here may be higher or lower than overall.
